# Nrf2 ARE act: activators of Nrf2 (ARE) signaling; AREc32 ARE-luciferase reporter (MCF7-derived line), luminescence, 24 h; actives 0.31% (n = 410,000); Potency, µM (titrated, usually from 46.1 µM), inactives show at the top dose activation, usual class: activators; further: potency means the concentration at half of the fitted maximal effect; % of control where 0% means no effect; nearly all actives have a fitted effect of over 65% in size
#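 Cells of the AREc32 ARE-luciferase line are plated in OPTI-MEM containing 5% FBS and left overnight at 37 deg C. Compounds are pinned in, incubation continues 24 hr, and firefly luciferase signal is then measured.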
# EPAC2 agonist: activates human EPAC2 exchange factor; Q8WZA2; EPAC2 activation, biochemical qHTS; response scale: 100% = 6.5 mM cAMP response; Potency, µM (highest dose often 154 µM), without a hit: at the highest dose activation, hits mostly activators; actives 0.079% (n = 360,000); further: potency means the concentration at half of the fitted maximal effect; nearly all actives have a fitted effect of over 50% in size
# Target sequence (Q8WZA2 whole entry, looked up): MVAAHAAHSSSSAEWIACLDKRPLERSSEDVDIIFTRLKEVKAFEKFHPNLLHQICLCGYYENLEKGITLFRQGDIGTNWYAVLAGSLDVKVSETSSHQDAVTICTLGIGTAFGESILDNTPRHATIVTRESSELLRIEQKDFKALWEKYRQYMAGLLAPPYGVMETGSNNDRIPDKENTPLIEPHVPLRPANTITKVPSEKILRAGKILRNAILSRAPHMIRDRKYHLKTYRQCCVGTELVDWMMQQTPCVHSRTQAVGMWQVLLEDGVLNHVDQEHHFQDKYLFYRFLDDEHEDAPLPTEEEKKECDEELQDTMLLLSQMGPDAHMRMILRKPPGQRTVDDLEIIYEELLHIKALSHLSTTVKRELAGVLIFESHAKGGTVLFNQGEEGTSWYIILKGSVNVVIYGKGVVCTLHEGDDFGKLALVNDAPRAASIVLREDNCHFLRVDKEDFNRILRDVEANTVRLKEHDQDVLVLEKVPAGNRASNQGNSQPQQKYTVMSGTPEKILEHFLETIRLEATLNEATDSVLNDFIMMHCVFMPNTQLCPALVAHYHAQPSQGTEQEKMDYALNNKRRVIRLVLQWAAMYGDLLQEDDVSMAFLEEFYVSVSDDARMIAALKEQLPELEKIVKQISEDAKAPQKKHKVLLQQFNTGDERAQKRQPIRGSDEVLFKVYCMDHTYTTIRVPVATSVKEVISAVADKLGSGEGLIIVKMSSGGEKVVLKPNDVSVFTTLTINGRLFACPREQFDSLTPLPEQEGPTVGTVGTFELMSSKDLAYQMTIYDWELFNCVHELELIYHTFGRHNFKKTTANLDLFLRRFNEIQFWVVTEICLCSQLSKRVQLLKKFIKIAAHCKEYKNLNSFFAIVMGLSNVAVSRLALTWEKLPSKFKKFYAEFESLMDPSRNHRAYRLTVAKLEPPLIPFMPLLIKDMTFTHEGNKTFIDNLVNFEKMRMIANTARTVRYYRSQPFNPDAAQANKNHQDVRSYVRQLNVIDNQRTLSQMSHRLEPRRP
#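 In this primary screen, activation is scored as increased exchange of BODIPY-GDP from Rap1B by 100 nM EPAC2, with 50 uM GDP as competitor. Signal is normalized to the 6.5 mM cAMP agonist control.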
# IL2 activator: IL-2 activation; AID 652025; IL-2 activation reporter assay, cell-based qHTS; stimulated with anti-CD3/CD4/CD28 beads; in transgenic mouse T cells; activation, % (series mostly up to about 46 µM); actives 0.065% (n = 360,000); in the data active means activation above about 50%; inconclusive means mostly about 30% to 49%; further: 0% is about no effect
#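 Readout is EGFP and DsRed signal by fluorescent plate cytometry after 18 h at 37 degrees C. Transgenic mouse T cells (750/well) received compound for 60 min before bead stimulation (anti-CD3, anti-CD4, anti-CD28); memory T cells served as non-tolerant control.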
# TGFb SMAD3 inh: blocks TGF-b signaling. HepG2 CAGA-GFP TGF-b/SMAD3 reporter, GFP fluorescence, 18 h; TGF-beta stimulated, 500 pg/mL final. Potency, µM (highest dose often 46.1 µM), for the others: at the top dose activity, negative = inhibition, actives largely listed as inhibitors. actives 1.2% (n = 410,000). AID 588855; further: potency means the concentration at half of the fitted maximal effect; on the % scale 0 is the no-effect control and ±100 the full control effect; nearly all actives have a fitted effect of over 65% in size
#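 Per well, imaged GFP fluorescence of HEPG2 CAGA-GFP cells gives the signal; cells get compound, then TGF-beta (500 pg/mL final), 18 h at 37 degrees C; %Activity versus -TGF-beta and +DMSO controls.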
# HepG2 viability: counter-screen for TGF-b inhibitors: cytotoxicity in HepG2 cells | Potency, µM (doses to about 46.1 µM), for inactives: top-dose activity change, negative = cytotoxicity, hits mostly cytotoxic | HepG2 CAGA-GFP viability, ATP luminescence, 18 h | actives 0.76% (n = 410,000); further: potency means the concentration at half of the fitted maximal effect; some results filed as inactive show a strong effect at the top dose
#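 HepG2 CAGA-GFP cells (1000/well, DMEM with 1% FBS) received compound, then TGF-beta at 500 pg/mL final, and were incubated 18 hours at 37 degrees C. Viability was read by CellTiter-Glo luminescence. Media-only wells were set as complete cell-killing and DMSO as no toxicity.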
# A549 tox: A549 cytotoxicity, counter-screen for Nrf2 inhibitors | Potency, µM (top dose mostly 46 µM), for inactives: at the top dose activity change, negative = cytotoxicity, actives largely listed as inhibitors | actives 0.16% (n = 390,000) | AID 504648 | A549 ARE-Fluc cells, CellTiter-Fluor viability, 18-24 h; further: potency means the concentration at half of the fitted maximal effect; on the % scale 0 is the no-effect control and ±100 the full control effect
#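 A549 ARE_Fluc cells in 5% FBS OPTI-MEM were exposed to compounds in concentration-response for 18-24 h at 37 deg C. Viability was read by CellTiter-Fluor fluorescence (Ex 405/Em 525) after 30 min, before the luciferase read.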
# Nrf2 block: Nrf2 pathway inhibition; A549 ARE-Fluc reporter, luciferase luminescence, 18-24 h; Potency, µM (top dose mostly 46 µM), for the others: at the top dose activity change, negative = inhibition, usual class: inhibitors; actives 2.1% (n = 360,000); AID 504444; further: potency means the concentration at half of the fitted maximal effect; on the % scale 0 is the no-effect control and ±100 the full control effect; nearly all actives have a fitted effect of over 60% in size
#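 A549 ARE_Fluc cells (5000/well, 5% FBS OPTI-MEM) pre-incubated 2 h, then treated with compounds 18-24 h at 37C/5% CO2 in concentration-response. CellTiter-Fluor viability read first; BugLite luciferase luminescence after 15 min at room temperature gives Nrf2 activity.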
# ATXN2 expr inh: inhibitors of ATXN2 expression | HEK-293 ATXN2-luciferase reporter, luminescence, 24 h | Potency, µM (titrated, usually from 57 µM), without a hit: top-dose activity change, negative = inhibition, actives largely listed as inhibitors | actives 0.72% (n = 360,000) | AID 1745845; further: potency means the concentration at half of the fitted maximal effect; on the % scale 0 is the no-effect control and ±100 the full control effect; nearly all actives have a fitted effect of over 55% in size
#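 qHTS (up to 57 uM final) was run with 24 h compound exposure of reporter cells at 37 °C. Each well was multiplexed: SteadyGlo luminescence measured ATXN2-luciferase expression after a fluorogenic Gly-Phe-AFC viability readout (25 uM final).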
# S2 tox: reduces viability in counter-screen for ATXN expression inhibitors; actives 0.49% (n = 400,000); AID 651635; S2 cells (HEK-293 line with an ATXN2-luciferase reporter) viability, CellTiter-Fluor protease fluorescence, 24 h; Potency, µM (highest dose often 56.7 µM), usual class: cytotoxic; further: potency means the concentration at half of the fitted maximal effect; nearly all actives have a fitted effect of over 40% in size
# An asterisk follows results filed as active; i = inactive; ? = inconclusive; · = not tested or not shown; & = joins results of further samples; [ ] = another dose, or the depositor's remark. Unless noted, the call rests on the fitted dose curve; in most records, active means well fitted curve in the direction sought with a large enough effect; inconclusive means small, poorly fitted or top-dose-only effect, or another doubt; inactive means no such curve, though single readings can be large; an effect the other way counts as inactive or inconclusive.
SMILES,Nrf2 ARE act,EPAC2 agonist,IL2 activator,TGFb SMAD3 inh,HepG2 viability,A549 tox,Nrf2 block,ATXN2 expr inh,S2 tox
CCOC(=O)c1c(NC(=O)COC(=O)c2cnc(C)cn2)sc(C(=O)N(C)C)c1C,-0.6%,-5%,-2.5,0%,-16%,0%,11%,6%,i
Cc1coc2c(C)c3oc(=O)c(CCC(=O)NCc4ccccn4)c(C)c3cc12,-1.2%,-6%,-0.4,-14%,-15%,-2%,-3%,-16%,?
Cc1c(C(=O)Nc2nonc2-c2ccc(F)cc2)oc2ccc(F)cc12,4.0%,9%,-2.7,11µM*,-28%,?,?,28µM*,?
c1ccc(Nc2c3c(nc4ccccc24)CCC3)cc1,4.0%,0%,-3.0,?,-15%,-14%,?,-22%,i
O=C(N/N=C/c1cccnc1)c1ccc(NC(=O)c2cccc(Cl)c2)cc1,-0.1%,?,-0.2,9%,-7%,-1%,?,0%,i
O=C(COc1ccc(Cl)cc1Cl)N/N=C/c1cccnc1,1.3%,5%,-0.2,8%,-23%,4%,26%,-8%,i
O=C(Nc1ccncc1)c1ccc(C(=O)Nc2ccncc2)cc1,-0.1%,1%,-0.6,-2%,6%,0%,6%,·,i
CC1=C(C(=O)N2CCOCC2)C(c2cc(C)ccc2C)NC(=S)N1 (stereo not given),-0.8%,7%,-1.2,-3%,15%,-2%,13%,1%,i
O=C(NCCS(=O)(=O)N1CCN(c2ccccc2)CC1)C1CC(=O)N(c2ccccc2)C1 (stereo not given),-0.6%&-1.2%,5%,0.3,16%&7%,4%&-1%,11%&14%,10%,·,i
CCc1nnc(NC(=O)CSc2nc(C)cs2)s1,7.1%,13%,0.6,-4%,-20%,1%,?,3%,i
C=CCCCN(Cc1ccccc1)S(=O)(=O)c1ccccc1Br,-0.7%,9%,-4.5,?,-32%&-27%,-2%&10%,0%&7%,-6%,i
COc1ccc(NC(=O)C(F)(OC)C(F)(F)F)c(OC)c1 (stereo not given),0.0%,4%,-2.6,?,4%,1%,12%,-13%,i
Cc1cc(Br)ccc1N=C1C(=O)Nc2ccccc21,2.6%,3%,0.8,-15%,-14%,-2%,2%,·,i
CC(O)(c1cccnc1)c1nc(-c2ccc3c(c2)OCO3)cs1 (stereo not given),4.7%,4%,-0.4,1%,-9%,·,·,11%,i
Cc1ccc(NC(=O)[C@@H]2CCCN2S(=O)(=O)c2ccc(Cl)cc2)cc1,-0.9%,2%,-3.8,-26%,-14%,-2%,-8%,-12%,i
Cc1cccc(NC(=O)CSc2ncc(-c3ccc(Br)cc3)[nH]2)c1,3.6%,·,·,?,13µM*,-2%,-18%,?,?
Cc1ccccc1N=Cc1cc2c(cc1O)OC(N)=C(C#N)C2c1ccccc1 (stereo not given),0.2%,?,1.3,?,-28%,6%,-6%,?,i
CCc1ccccc1N(C)C(=O)CCc1nc(-c2ccc(C)cc2)no1,-0.3%,-4%,-1.7,-18%,7%,11%,·,-16%,i
COc1ccc(OCC(=O)N/N=C2\CCCc3ccccc32)cc1,2.8%,3%,0.1,12%,5%,8%,3%,3%,i
COc1cc(OC)c(NS(=O)(=O)c2cc(-c3cnc(C)o3)ccc2OC)cc1Cl,5.0%,·,·,24%,-14%,-7%,·,-10%,?
O=C(c1ccncc1)N1CCCC(N2CCN(c3cccc(C(F)(F)F)c3)CC2)C1 (stereo not given),0.3%,-2%,-2.2,-21%,-25%,4%,?,-16%,i
O=S1(=O)[C@H]2CC3O[C@]2(C[C@@H]3c2ccc(F)cc2)CN1Cc1ccc(Cl)cc1,-0.2%,11%,-0.3,7.1µM*,1%,-3%,-12%,-15%,i
O=C(NCC1CC1)C1(C(F)(F)F)CC(CCCO)CCCO1 (stereo not given),0.7%,3%,-0.4,4%&0%,7%&-4%,-3%&1%,13%&4%,3%,i
O=C(COC(=O)c1ccc(C(F)(F)F)cc1)Nc1cccc(S(=O)(=O)N2CCCCC2)c1,-0.7%,13%,0.3,0%,-4%,2%,5%,-4%,i
CCOc1ccc(NC(=O)C2CCC(N3C(=O)C4CC=CCC4C3=O)CC2)cc1 (stereo not given),0.3%,2%,0.9,3%,0%,1%,-21%,-19%,i
O=C(CCc1ccc(S(=O)(=O)N2CCOCC2)cc1)NCCCN1CCCC1=O,-0.8%,3%,-2.7,-17%,19%,-7%,9%,-11%,i
CCCc1nc2ccccc2c(=O)n1/N=C/c1ccc(O)c(O)c1,1.8%,?,-0.6,-4%,-19%,-11%,?,-18%,i
C#CCSc1nc(-c2ccccc2)cc(C(F)(F)F)c1C#N,8.9µM*,11%,-1.2,34%[activator],-20%,2%,-16%,-15%,i
O=C(O)CCC(=O)NC(c1ccccc1)c1ccccc1,0.2%,1%,-3.1,8%,0%,11%,2%,-25%,i
CC(C)c1nnc(NC(=O)c2ccc3c(c2)OCO3)s1,-0.7%,-6%,-0.1,-8%,-5%,2%,9%,?,i

# Ordered by value in Nrf2 ARE act (highest first): 3 of the compounds above
SMILES	Nrf2 ARE act
Cc1cccc(NC(=O)CSc2ncc(-c3ccc(Br)cc3)[nH]2)c1	3.6%
O=C(COC(=O)c1ccc(C(F)(F)F)cc1)Nc1cccc(S(=O)(=O)N2CCCCC2)c1	-0.7%
O=C(CCc1ccc(S(=O)(=O)N2CCOCC2)cc1)NCCCN1CCCC1=O	-0.8%

# Next records.
SMILES,Nrf2 ARE act,EPAC2 agonist,IL2 activator,TGFb SMAD3 inh,HepG2 viability,A549 tox,Nrf2 block,ATXN2 expr inh,S2 tox
NS(=O)(=O)c1ccc(N2C(=O)C3CC=CCC3C2=O)cc1 (stereo not given),-0.8%,10%,-2.2,1%,21%,5%,4%,·,i
CCc1nc2ccc(C(=O)Nc3cc(-c4ccccc4)ccc3OC)cn2c1N(CCN(C)C)CC1CC1,-2.7%,11%,-0.7,?,-96%,·,·,?,28µM*
CCN(CC)S(=O)(=O)c1cccc(NC(=O)COC(=O)CNC(=O)c2cccc(F)c2)c1,-0.4%,4%,-0.4,-12%,-1%,0%,2%,·,i
CCOc1ccc(CCNC(=O)c2ccc(C)c(NC3=NC4CS(=O)(=O)CC4S3)c2)cc1 (stereo not given),0.1%,8%,-1.5,11%,2%,-5%,-3%,3%,i
CCCNC(=O)COC(=O)/C=C/c1ccc2c(c1)OCO2,2.5%,11%,-0.2,8%,8%,0%,5%,4%,i
CN(C)CCNC(=S)Nc1ccc(-c2nc3ccccc3[nH]2)cc1,-1.1%,-1%,2.9,7%,5%,1%,27%,·,i
Cn1c(-c2ccc3c(c2)OCO3)cnc1NCc1cccc(O)c1,3.3%,4%,-0.9,-3%,-32%,9%,-7%,5%,i
Cc1onc(-c2ccccc2)c1C(=O)NNC(=O)c1ccccc1,0.7%,4%,0.4,14%,-6%,0%,-16%,·,i
O=C(NCc1ccco1)c1c[nH]c2ccc(S(=O)(=O)N3CCOCC3)cc2c1=O,6.1%,-19%,-0.8,12%,-82%,-8%,-14%,-10%,i
CC1(C(=O)Nc2ccc3[nH]ncc3c2)CCN1C(=O)CCc1ccccc1 (stereo not given),-0.6%[9.22 µM],6%,-0.5,34%[activator],1%,·,·,12%,i
Cc1cc2c(c(Sc3ccccc3)n1)C(=O)OC2,2.7%,9%,-0.6,-14%,-12%,-17%,5%,·,·
NC(=O)c1c(NC(=O)c2ccccc2F)sc2c1CCCC2,?,-11%,-0.2,-10%,-2%,-5%,?,56%[activator],i
COC(=O)c1sc(S(=O)(=O)N2CCC(C(N)=O)CC2)c(C(=O)OC)c1C,-0.7%,-4%,2.4,-2%,0%,-5%,11%,2%,i
O=C(O)C1(Cc2nc3ccccc3[nH]2)CCCC1,0.0%,6%,0.4,-16%,-13%,1%,?,1%,i
COc1cc2c(cc1NC(=O)c1ccccc1F)CCCC2,3.2µM*,20%,-0.5,0%,-9%,5%,?,84%[activator],i
COc1ccccc1NC(=O)c1ccccc1N(Cc1ccccc1)S(C)(=O)=O,-0.6%,5%,0.2,2%,-2%,0%,6%,·,i
COc1ccc2oc3cc(NCCN(C)C)ccc3c(=O)c2c1,-0.1%,8%,-0.4,?,-15%,·,·,?,·
CCOC(=O)c1ccc(NC(=O)N2CCCCCC2)cc1,0.0%,0%,-0.6,0%,10%,-7%,?,22%,i
O=C(Nc1csc([N+](=O)[O-])c1)Nc1c(Cl)cccc1Cl,?,5%,1.9,-18%,-19%,-8%,?,·,i
CS(=O)(=O)N(Cc1ccc(Cl)cc1)c1ccc(C(=O)N/N=C/c2cc3ccccc3nc2Cl)cc1,0.2%,-2%,-3.1,11%,24%,-14%,-25%,-15%,i
COc1ccc(OCC(O)Cn2c(Nc3ccccc3)nc3c2c(=O)n(C)c(=O)n3C)cc1 (stereo not given),0.2%,-9%,-0.2,-2%,-5%,-18%,?,-35%,?
COc1ccc(-c2oc3c(c2C#CC2(O)CCCCC2)C(OC(C)=O)CCC3)cc1 (stereo not given),9.6%,9%,-0.2,·,·,·,·,-8%,?
CSc1nnc(NC(=O)CCc2ccccc2)s1,-0.3%,18%,-2.1,4%,-17%,-4%,5%,20%,i
CCOC(=O)CSc1ccc2nnc(CCNS(=O)(=O)c3ccccc3)n2n1,0.1%&-0.7%,6%,-0.4,7%&6%,7%&2%,2%&4%,2%&-1%,·,i
CS(=O)(=O)N1CCN(c2ccc([N+](=O)[O-])c(N3CCOCC3)c2)CC1,0.1%,4%,-2.8,13%,3%,?,-1%,0%,i

# Source: PubChem BioAssay (National Center for Advancing Translational Sciences (NCATS))
